Hsp70 displacement – Hsp70 inhibitors, probe displacement, primary screen, biochemical, fluorescence polarization (AID 583); Hsp70 fluorescence polarization probe displacement, mP; higher % means a stronger effect; displacement, % at 20 µM; hits with a dose series show IC50 in µM; 140,000 compounds, 0.06% hits; in the data active = displacement above about 50%;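 note: plate controls were vehicle for no effect and reference ligand for full effect; a part of the inactive calls stands beside numbers as strong as those of hits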
Rat MKP-3 inhibitors – MKP-3 phosphatase inhibitors, primary screen, biochemical, rat enzyme, in vitro (AID 425); recombinant MKP-3 phosphatase activity, fluorescence; higher % means a stronger effect; inhibition, % at 20 µM, or IC50 in µM where a hit was titrated; 110,000 compounds, 0.17% hits; in the data active = inhibition above about 50%;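 note: plate controls were vehicle for no effect and reference inhibitor for full effect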
* marks the source's active call; other numbers are inactive results; . = no result given; & = joins results of further samples. An excerpt (hit frequency here may not be typical).

Preview, 19 compounds:
SMILES	Hsp70 displacement	Rat MKP-3 inhibitors
Cc1ccccc1OCC(=O)Nc1cc(Sc2ccccc2)cc([N+](=O)[O-])c1	-5.9%	-1%
Cc1noc(C)c1S(=O)(=O)N1CCC(C(=O)NC2CCCc3ccccc32)CC1 (stereo not given)	.	4%
CC(C)(C)C(=O)Nc1nc(=S)ss1	1.5%	.
N#Cc1c(-c2ccccc2)nc(SCc2nc(N)nc(N3CCCCC3)n2)[nH]c1=O	7.9%	0%
CCCS(=O)(=O)N1CCN(C(=O)c2cccnc2)CC1	-0.8%	-11%
Brc1ccccc1OCCCN1CCOCC1	.	-8%
CC(=O)COc1ccc2c(oc(=O)c3ccccc32)c1C	-1.0%	4%
O=C(c1ccccc1Br)N1CCN(c2c(Cl)cccc2[N+](=O)[O-])CC1	-6.8%	3%
COc1ccc(-n2nnc3c(SCC(=O)c4ccccc4)ncnc32)cc1	3.0%	-4%
Cc1cc(-n2c(C)cc(C(=O)COc3ccc4ccc(=O)oc4c3)c2C)no1	-6.2%	5%
COc1cc(CN2CCN(C(=O)c3ccc([N+](=O)[O-])cc3)CC2)cc(OC)c1O	-0.3%	-2%
COc1ccc(C(=O)Nc2ccc(C)cc2C)cc1OC	5.7%	3%
COc1cc(C=C2C(=O)NC(=O)NC2=O)ccc1OCc1cccc(F)c1	-1.6%	1%
O=c1nc(N2CCCC2)nc(Nc2ccccc2)[nH]1	-1.3%	-14%
CCOC(=O)C1=C(C)NC2=C(C(=O)C(C(=O)OCC)C(c3ccccc3OC)C2)C1c1ccccn1 (stereo not given)	-2.5%	.
Cn1cccc1Cc1nnc(SCC(=O)N2CCc3ccccc32)n1CCc1ccccc1	-0.2%	-1%
Cn1c(=O)oc2cc(S(=O)(=O)N3CCCC(C(=O)N4CC=C(c5ccccc5)CC4)C3)ccc21 (stereo not given)	3.1%	2%
O=C(/C=C/c1cccc([N+](=O)[O-])c1)Nc1ccc(OC(F)(F)F)cc1	-2.7%	4%
N#CC1=C(N)Oc2n[nH]c(-c3ccccn3)c2C1c1c(F)cccc1Cl (stereo not given)	-8.2%	.

Results, from the first entry:
SMILES	Hsp70 displacement	Rat MKP-3 inhibitors
Cc1ccccc1OCC(=O)Nc1cc(Sc2ccccc2)cc([N+](=O)[O-])c1	-5.9%	-1%
Cc1noc(C)c1S(=O)(=O)N1CCC(C(=O)NC2CCCc3ccccc32)CC1 (stereo not given)	.	4%
CC(C)(C)C(=O)Nc1nc(=S)ss1	1.5%	.
N#Cc1c(-c2ccccc2)nc(SCc2nc(N)nc(N3CCCCC3)n2)[nH]c1=O	7.9%	0%
CCCS(=O)(=O)N1CCN(C(=O)c2cccnc2)CC1	-0.8%	-11%
Brc1ccccc1OCCCN1CCOCC1	.	-8%
CC(=O)COc1ccc2c(oc(=O)c3ccccc32)c1C	-1.0%	4%
O=C(c1ccccc1Br)N1CCN(c2c(Cl)cccc2[N+](=O)[O-])CC1	-6.8%	3%
COc1ccc(-n2nnc3c(SCC(=O)c4ccccc4)ncnc32)cc1	3.0%	-4%
Cc1cc(-n2c(C)cc(C(=O)COc3ccc4ccc(=O)oc4c3)c2C)no1	-6.2%	5%
COc1cc(CN2CCN(C(=O)c3ccc([N+](=O)[O-])cc3)CC2)cc(OC)c1O	-0.3%	-2%
COc1ccc(C(=O)Nc2ccc(C)cc2C)cc1OC	5.7%	3%
COc1cc(C=C2C(=O)NC(=O)NC2=O)ccc1OCc1cccc(F)c1	-1.6%	1%
O=c1nc(N2CCCC2)nc(Nc2ccccc2)[nH]1	-1.3%	-14%
CCOC(=O)C1=C(C)NC2=C(C(=O)C(C(=O)OCC)C(c3ccccc3OC)C2)C1c1ccccn1 (stereo not given)	-2.5%	.
Cn1cccc1Cc1nnc(SCC(=O)N2CCc3ccccc32)n1CCc1ccccc1	-0.2%	-1%
Cn1c(=O)oc2cc(S(=O)(=O)N3CCCC(C(=O)N4CC=C(c5ccccc5)CC4)C3)ccc21 (stereo not given)	3.1%	2%
O=C(/C=C/c1cccc([N+](=O)[O-])c1)Nc1ccc(OC(F)(F)F)cc1	-2.7%	4%
N#CC1=C(N)Oc2n[nH]c(-c3ccccn3)c2C1c1c(F)cccc1Cl (stereo not given)	-8.2%	.
Cc1cc(C(=O)Nc2nnc(-c3ccccc3)s2)no1	3.5%	4%
C/C(N)=C(/C#N)C(=O)CN1CCCCC1	10%	-2%
Brc1ccc2[nH]c3c(c2c1)CCCC3n1cccc1 (stereo not given)	-2.2%	5%
O=C(CCCOc1ccccc1)N1CCN(C(=O)c2ccco2)CC1	5.3%	-8%
O=C1Nc2ccccc2C(O)(C(=O)NCc2ccc3c(c2)OCO3)N1c1ccc(Cl)c(Cl)c1 (stereo not given)	13%	.
O=C(Cn1nc(-c2cccc([N+](=O)[O-])c2)c2ccccc2c1=O)Nc1cccnc1	-1.7%	.
O=C1Nc2ccccc2C12OCCO2	1.7%	-4%
CCc1cc(C(=O)OC)c(NC(=O)CCCC(=O)O)s1	-1.5%	10%
CC1(C)CC(=O)C(C(C2=C(O)CC(C)(C)CC2=O)c2cccs2)C(=O)C1 (stereo not given)	1.2%	1%
COc1ccc(C2/C(=C(/O)c3ccc(Cl)cc3)C(=O)C(=O)N2c2nccs2)cc1OC (stereo not given)	0.2%	3%
c1ccc2oc(SCCCCSc3nc4ccccc4o3)nc2c1	1.9%	3%
O=C(CN1C(=O)NC2(CCc3ccccc32)C1=O)Nc1cc(C(F)(F)F)ccc1N1CCOCC1 (stereo not given)	-3.3%	-6%
O=C(Nc1cnccn1)c1cccnc1	.	-14%
CCN(CC)c1ccc(N2C(=O)/C(=C/c3ccccc3Cl)SC2=S)cc1	-8.8%	2%
CSC1=NCCN1C(=O)c1cccc(C(F)(F)F)c1	-2.1%	5%
COC(=O)Nc1nnc(Cc2ccc(Cl)cc2)s1	1.9%	.
O=C1NN(c2ccccc2)C(=O)/C1=C\c1ccccc1O	-3.3%	6%
Cc1cc(N2CCN(c3ccccc3)CC2)nc(N)n1	-1.2%	.
CCc1c(C)c2cc(Cl)c(O)c(CN3CCCCC3)c2oc1=O	1.9%	-5%
O=c1cc(CN2CCN(CCO)CC2)c2cc3c(cc2o1)CCC3	6.9%	-4%
O=C(COc1ccccc1[N+](=O)[O-])Nc1ccc(Cl)c(-c2nc3cc(Cl)ccc3o2)c1	-7.6%	2%
Clc1ccc(OCCn2ccnc2)c(Cl)c1	1.2%	-7%
C=CCc1c(C)nc2cc(-c3ccc(I)cc3)[nH]n2c1=O	1.3%	1%
CCCCOc1ccccc1NC(=O)C=C(C)C	4.7%	-10%
Cc1ccccc1OCC(O)Cn1c(NCc2ccccc2)nc2c1c(=O)[nH]c(=O)n2C (stereo not given)	1.5%	.
O=C(CCC(=O)c1ccc[nH]1)c1ccc(Cl)cc1	-5.0%	0%
COc1ccc(NC(=O)CN2C(=O)c3cccc4cccc2c34)c(OC)c1	0.4%	.
CCCCOC(=O)c1ccc(NS(=O)(=O)c2cc(-c3nnnn3CC)ccc2OC)cc1	-2.0%	-9%
CN(C)c1ccc(/C=N/N=C2/SC(CC(=O)O)C(=O)N2c2ccc(O)cc2)cc1 (stereo not given)	-2.2%	-3%
COC(=O)c1coc(-c2ccc(OC)cc2)c1C(=O)OC	-1.0%&-0.9%	2%
c1ccc(Cn2nnc3c(NCCN4CCOCC4)ncnc32)cc1	3.9%	-11%
CN1C(=O)/C(=C\c2ccc(OCc3ccccc3Cl)cc2)SC1=S	-4.2%	1%
O=C(Nc1cc(Cl)cc(Cl)c1)c1ccc(I)cc1	5.2%	2%
COc1ccc(Nc2nc(N)nc(CSc3nccc(C)n3)n2)cc1	1.0%	.
CCOc1cc(OCC)cc(C(=O)Nc2cccc(Cl)c2Cl)c1	.	0%
Cc1ccc(C2C(C(=O)c3cccs3)=C(O)C(=O)N2c2nncs2)cc1 (stereo not given)	117%	2%
O=C(c1ccc(F)cc1)N1CCN(c2c(Cl)cccc2[N+](=O)[O-])CC1	1.4%	5%
CCOC(=O)c1ccc(NC(=O)CSc2nnc(-c3cccs3)n2CC)cc1	0.4%	-2%
COc1ccc(NC(=S)N/C(=N/CS(=O)(=O)c2ccccc2)c2ccccc2)cc1	-1.3%	.
Cc1ccc(NC(=O)c2ccc(-c3ccc(Br)cc3)o2)c([N+](=O)[O-])c1	-4.5%	2%
CC1(C)CC(=O)c2cc(C(=O)NCc3ccco3)c(=O)n(-c3ccccc3)c2C1	-0.9%	4%
More results:
SMILES	Hsp70 displacement	Rat MKP-3 inhibitors
CCn1c(SCC(=O)NCc2ccco2)nc2c1c(=O)n(C)c(=O)n2C	0.5%	7%
Cc1nc2nc(-c3ccc(Cl)cc3)[nH]n2c(=O)c1Cc1ccccc1	1.8%	.
Nc1nonc1OCCc1ccccc1	-2.3%	-9%
CCOc1cc(C2C(C(=O)c3ccc(C)o3)=C(O)C(=O)N2CCc2ccccc2)ccc1O (stereo not given)	1.3%	4%
CCCC(=O)C1CCN(Cc2ccccc2)CC1	6.0%	.
CC(C)C(CCN1C(=O)CCC1=O)C1CCOC(C)(C)C1 (stereo not given)	5.1%	-7%
CCn1c(=O)n(CC)c2cc(S(=O)(=O)N3CCCCC3)c(C)cc21	4.4%	.
NC(=O)c1ccccc1NS(=O)(=O)Cc1ccc(Cl)cc1	0.4%	1%
CCc1c(C)nc2ncnn2c1Nc1ccc(C(C)=O)cc1	0.5%	.
NC1=NC(=O)C(CC(=O)Nc2ccc(C(=O)O)cc2)S1 (stereo not given)	4.7%	2%
CN(C)C(=O)N1CCN(C(=O)c2ccco2)CC1	1.0%	-2%
COc1ccccc1C(=O)N1CCN(Cc2ccccc2[N+](=O)[O-])CC1	0.8%	0%
O=C(Nc1ccc(SC(F)F)cc1)c1ccc2nccnc2c1	-3.0%	-2%
COCCOC(=O)c1c(C)oc2ccc(O)c(CN3CCC(C)CC3)c12	1.5%	-8%
CCCCC1CC1C(=O)Nc1ncc2c(n1)CC(C)(C)CC2=O (stereo not given)	-6.4%	-12%
O=C1c2cccnc2C(=O)N1c1cccc(-c2nc3ccccc3o2)c1	9.1%&-1.1%	7%&6%
Cc1cc(C)c(OCC(=O)Nc2cccc3ccccc23)c(C)c1	-1.7%	0%
COc1ccc(Nc2nc(N3CCCC3)nc3ccccc23)c(OC)c1	-2.8%	9%
Cc1nc2cc(-c3cccc(Cl)c3)nn2c(N2CCN(C(=O)c3ccco3)CC2)c1C	1.1%	-10%
CC1(C)C2CCC1(CS(=O)(=O)NCc1ccc(C(=O)O)cc1)C(=O)C2 (stereo not given)	-4.4%	2%
COC(=O)CN(c1ccc(C(C)C)cc1)S(=O)(=O)c1c(C)[nH]c(=O)[nH]c1=O	-4.0%	-3%
COC(OC)C12c3ccccc3C(c3ccccc31)C1C(=O)N(c3cccc(Cl)c3)C(=O)C12 (stereo not given)	0.5%	2%
COc1ccc(NC(=O)C2CC(=O)N(c3ccccc3)C2)cc1 (stereo not given)	0.0%	2%
O=C(COc1ccccc1)Nc1ccc(NC(=O)COc2ccccc2)cc1	-3.9%	-1%
CCC(C)C(NC(=O)c1ccccc1NC(=O)c1ccco1)C(=O)NC1CCCCC1 (stereo not given)	0.8%	2%
Cc1ccc(C2(c3ccc(C)cc3)CC2C(=O)Nc2ccccc2)cc1 (stereo not given)	-0.5%	2%
C=CCn1c(Cc2ccc(OC)cc2)nnc1SCc1nc2ccccc2c(=O)[nH]1	1.2%	-11%
CC(=O)Nc1sc2c(c1C(N)=O)CCC2	-2.4%	.
COCCNC(=O)c1cn(C)c2ccc(S(=O)(=O)N(C)C3CCCCC3)cc2c1=O	-4.3%	6%
COc1ccc(OC)c(S(=O)(=O)n2nc(-c3ccccc3)cc2N)c1	4.1%	-2%
CCOc1ccc(OCCSc2nc3ccccc3[nH]2)cc1	-1.0%	.
O=[N+]([O-])c1ccc(N2CCN(c3nc(-c4ccc(Cl)cc4)cs3)CC2)cc1	-2.2%	.
CCOC(=O)c1ccccc1NC(=O)c1ccc2c(=O)n3c(nc2c1)CCCCC3	2.5%	-14%
COC(=O)c1c(-c2ccc(F)cc2)csc1NC(=O)c1ccc(OC(C)C)cc1	2.1%	-1%
COc1ccc(-c2nnc(SCc3cccc(C#N)c3)o2)cc1	5.0%	0%
COC(=O)c1cc(Cl)c(C(=O)OC)c2c(C(=O)OC)cc(Cl)c(C(=O)OC)c12	-0.8%	8%
CCc1nnc(NC(=O)CSc2nc3c(cc2C#N)CCCC3)s1	-0.8%	-8%
Fc1ccc(-c2nnc(-c3ccc(Cl)cc3Cl)o2)cc1	-2.8%	6%
Cc1ccc(OC(=O)CCN2C(=O)c3ccccc3C2=O)cc1C	3.0%	2%
Cc1nnc(C)n1/N=C/c1ccccc1Cl	0.4%	4%
Cc1cnc(NC(=O)CSc2ccc(Cl)cc2)s1	0.2%	.
CC(=O)N1CCN(c2ccccc2NC(=O)COc2ccc(Br)cc2)CC1	-2.7%	.
NC1=NC(=O)/C(=C/c2ccc(Cl)cc2)S1	-4.6%	-2%
CC(C)(C)NC(=O)CSc1nncn1-c1ccccc1	-1.2%	-10%
CCOC(=O)c1c(COc2ccccc2)oc2ccc(O)cc12	-7.1%	-14%
CCOc1ccc(C(=O)NCC(=O)OCC(=O)Nc2ccccc2OC)cc1	-0.5%	.
COc1ccc(Cc2nc(C(=O)Nc3ccc(F)cc3)cs2)cc1	-3.3%	.
Cc1cc(OCC(=O)Nc2ccncc2)cc(C)c1Br	3.6%	.
CCN(CC)CCCN1C(=O)C(=O)/C(=C(/O)c2cnn(-c3ccccc3)c2C)C1c1ccncc1 (stereo not given)	-2.3%	-5%
O=C(NCc1cccs1)c1cc(-c2ccccc2)on1	4.1%	0%
COC(=O)c1ccccc1NC1OC(=O)c2ccccc21 (stereo not given)	-3.0%	-9%
CCOC(=O)C1=C(C)NC2=C(C(=O)CCC2)C1c1cc2c(cc1Cl)OCO2 (stereo not given)	3.7%	1%
CC(=O)Cc1ccccc1OC(=O)c1ccco1	-1.3%	-12%
